Screening results (PubChem)
MsrA act – bovine MsrA enzyme activators, primary screen, biochemical, absorbance, HTS; 360,000 tested, 0.3% active; activation, % at 10.6 µM; Methionine sulfoxide reductase A (Bos taurus); purified bovine MsrA, absorbance read-out; in the data active = activation above about 7.5%;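 note: 0% = vehicle and 100% = reference activator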
PABP1 MLLE inh – inhibitors of PABP1 MLLE–PAM2 peptide binding, primary screen, biochemical, fluorescence polarization, FITC-PAM2, GST-MLLE | inhibition, % at 20 µM | Polyadenylate-binding protein 1 (Homo sapiens), P11940 | 360,000 tested, 0.36% active; in the data active = inhibition above about 35%, passing the limit was not always enough;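 note: plate controls were DMSO wells with GST-MLLE for no effect and wells lacking GST-MLLE protein for full effect; some results filed as inactive read as strong as hits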
Rin1 Abl inh – inhibitors of Rin1-Abl protein binding, primary screen, biochemical, TR-FRET; Tyrosine-protein kinase ABL1 (Homo sapiens) + Ras and Rab interactor 1 (Homo sapiens), …; inhibition, % at 7.35 µM; 360,000 tested, 0.4% active; AID 588664, 2011; in the data active = inhibition above about 5%, passing the limit was not always enough
CendR NRP1 mod – modulators of CendR peptide binding to NRP-1, primary screen, biochemical, fluorescence polarization, uHTS; Neuropilin-1 (Homo sapiens), O14786; FAM-RPARPAR peptide binding to NRP-1; inhibition, % at 25 µM; 360,000 tested, 0.85% active; AID 602438, 2012;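 active = inhibition or corrected inhibition above about 18%, plus a signal ratio from 0.5 to 1.5, limit read from the data, passing the limit was not always enough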; note: strong numbers were not always called active
Neddyl block – inhibitors of cullin neddylation, primary screen, biochemical, TR-FRET, uHTS, NAE and Ubc12. NEDD8-conjugating enzyme Ubc12 (Homo sapiens) + NEDD8-activating enzyme E1 regulatory …. calls only at 25 µM. 360,000 tested, 0.58% active. AID 651699, 2012; in the data active = inhibition above about 36%
MT1-MMP act inh – blockers of MT1-MMP proenzyme processing, primary screen, HT1080 RFP-PRO-GFP cells, GFP/RFP fluorescence. Matrix metalloproteinase-14 (Homo sapiens), P50281. GFP/RFP ratio fluorescence, overnight; percent of plate control window, DMSO zero. GFP/RFP ratio change, % at 20 µM. 360,000 tested, 0.061% active. AID 651647, 2012;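 active = GFP/RFP ratio change of at least 30% with cell ATP level not reduced by more than half and red fluorescence within 50% of control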; note: strong numbers were not always called active
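system = RFP-PRO-GFP reporter HT1080 cells | dosing = 20 µM single dose, 1% DMSO | timing = overnight cell settling, then overnight compound exposure, 37 °C, 5% CO2 | read-out basis = GFP/RFP fluorescence ratio | controls = DMSO and RFP-L50D-GFP cell wells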
SKN-1 block – suppressors of acrylamide-induced Pgst-4::GFP reporter in worms, primary screen, SKN-1 inhibitor project, whole organism, uHTS, GFP/RFP fluorescence ratio, strain VP596. AID 624304, 2012. inhibition, % at 21.8 µM. 360,000 tested, 0.49% active. C. elegans VP596 Pgst-4::GFP/RFP ratio, 24 h;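 active = interference check ratio from 0.5 to 1.5 plus GFP to RFP signal ratio inhibition reaching or exceeding a fixed threshold, cut at about 30% in these data, passing the limit was not always enough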; note: some compounds called inactive have numbers as strong as hits
FAS TE block – FAS thioesterase domain inhibitors, primary screen, biochemical, fluorescence intensity, uHTS; Fatty acid synthase (Homo sapiens), P49327; recombinant FAS-TE, OMFH fluorogenic substrate, fluorescence endpoint; inhibition, % at 15 µM; 360,000 tested, 0.67% active; AID 602261, 2012;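 active = compounds whose normalised, plate-corrected inhibition of enzyme fluorescence in the single-dose primary screen is 50% or more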;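 note: 0% = DMSO with enzyme and 100% = substrate without enzyme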
E coli Lon inh – inhibitors of E. coli Lon protease, primary screen, biochemical, fluorescence polarization; P0A9M0; inhibition, % at 7.94 µM; 360,000 tested, 0.42% active; AID 602123, 2011; purified E. coli Lon protease; in the data active = inhibition above about 13%, passing the limit was not always enough;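 note: 0% = enzyme with probe and DMSO and 100% = no enzyme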
Starred values were filed as active, the others as inactive; i = inactive; · = not tested or not shown. Not a hit list. Share with any hit: about 4%.

Compound	MsrA act	PABP1 MLLE inh	Rin1 Abl inh	CendR NRP1 mod	Neddyl block	MT1-MMP act inh	SKN-1 block	FAS TE block	E coli Lon inh
O=C(N/N=C/c1cccs1)c1cc(-c2ccncc2)nc2ccccc12	-3.6	-27.4	-3.4	-8.2	i	6.3	-4.5	-4.3	2.8
CCC1Oc2ccc(C)cc2N(CC(=O)NCc2cccc(OC)c2)C1=O (centres undefined)	-10.7	3.7	-4.0	-0.3	i	1.7	-25.7	-0.7	-0.5
O=C(Nc1ccncc1)c1cccc(S(=O)(=O)N2CCCC2)c1	-1.4	12.0	0.7	1.9	i	5.8	1.4	2.1	-2.4
CCOC(=O)c1c(C)[nH]c(C)c1S(=O)(=O)N(C)CC(=O)Nc1cccc(C)c1	-8.6	18.0	0.4	1.4	i	2.6	-9.0	4.7	3.9
CN1CCN(c2nc(-c3ccc(Cl)cc3Cl)nc3ccccc23)CC1	-1.4	-8.9	0.1	-7.4	i	-8.8	10.5	0.3	-8.2
Clc1cc(Br)ccc1OCCOCCOc1cccc2cccnc12	-2.1	-1.8	-0.3	0.6	i	-0.9	17.1	13.1	-6.3
Cc1ccc(-c2nc3cnccn3c2Nc2c(C)cccc2C)o1	-8.1	39.2*	1.9	-15.9	i	-11.0	21.0	3.9	-13.3
Cc1ccc2cc(-c3noc(C4CCCCC4)n3)c(=O)[nH]c2c1	0.3	6.4	2.8	-2.6	i	-0.8	7.6	-1.9	6.3
CC1(C)CC2(CC(c3ccccc3)Oc3cc(O)ccc32)NC(=S)N1 (centres undefined)	-2.2	-131.1	-0.5	9.4	i	3.0	3.8	-1.8	3.4
Cc1cc(C)n(-c2ccc(C(=O)Nc3ccccn3)cc2)n1	-8.0	0.9	0.9	0.3	i	8.1	-5.5	-2.5	-12.6
CC(Sc1nnc(COc2ccc([N+](=O)[O-])cc2)n1C)C(=O)O (centres undefined)	-6.0	-28.9	1.6	-1.4	i	2.8	10.5	-1.9	12.4
COc1ccc(CCC(=O)Nc2ccc(Cl)c(S(=O)(=O)N3CCOCC3)c2)cc1OC	-0.2	-6.9	0.1	-3.7	i	-3.2	3.6	-0.2	-2.8
COc1ccc(-c2[nH]ncc2CN2CCCC2c2nonc2C)c(F)c1 (centres undefined)	1.4	1.4	-0.8	-7.5	i	-5.7	-1.6	-2.6	4.7
COc1cc(NC(=O)CN2CCN(C(=O)C3CCCO3)CC2)c(OC)cc1Cl (centres undefined)	-3.6	-7.7	0.9	-0.7	i	0.8	3.3	-2.8	-3.1
CC(Oc1ccccc1Br)C(=O)N1CCc2ccccc21 (centres undefined)	1.1	4.9	-1.9	-20.1	i	-6.4	4.4	9.9	4.4
CN(C)CCOc1ccccc1-c1ccccc1	-1.6	8.2	5.0	-1.0	i	-1.5	-6.8	-6.6	-10.7
O=C(/C=C/c1ccc(Cl)c([N+](=O)[O-])c1)c1ccc(O)cc1	-8.5	6.8	2.1	-6.8	i	-4.8	-10.3	10.3	8.2
O=C(c1ccccc1[N+](=O)[O-])N1CCc2ccccc2C1	-2.4	-1.7	-2.1	0.6	i	0.2	-3.1	-18.8	1.4
CC(C)(C)NC(=O)COC(=O)c1cncc(Br)c1	-3.7	4.3	1.6	11.0	i	1.2	19.2	0.3	5.1
Nc1ccc(C2=Nc3cccc4cccc(c34)N2)cc1	-4.4	7.3	1.8	-2.1	i	-5.3	5.0	-0.5	0.8
CC(C)CCNC(=O)C1CCN(S(=O)(=O)c2ccc3c(c2)CC(C)N3C(=O)C2CC2)CC1 (centres undefined)	0.3	-5.7	-0.5	-1.8	i	2.3	-3.6	1.6	14.7
O=C(OCc1cc2ccccc2[nH]c1=O)c1cccc([N+](=O)[O-])c1	-4.8	-6.9	-1.4	7.1	i	-0.4	-3.4	18.7	-4.6
COc1cccc(SCc2noc(C(=O)NCc3ccccc3)c2C(=O)NCc2ccccc2)c1	-13.2	13.4	1.4	3.3	i	3.2	-9.3	-11.3	-2.5
Cc1ccc(NC(=O)C2(c3cccs3)CCOCC2)cc1C	-5.8	-1.3	-2.2	-7.3	i	4.1	3.0	-6.5	-4.8
CC(C)(CCc1ccccn1)C(=O)CCCc1ccccn1	-3.2	-4.1	0.8	-6.8	i	1.1	-1.0	-6.1	5.5
Cc1nn(C)c(C(=O)Nc2ccc3c(c2)OCO3)c1[N+](=O)[O-]	-4.0	1.3	3.2	-0.6	i	1.1	7.4	-3.5	0.7
COc1ccc(OCCCC(=O)OCC(=O)N2CCN(S(=O)(=O)c3ccc(C)cc3C)CC2)cc1	-10.9	-21.4	-1.4	6.1	i	·	-16.1	24.2	-6.5
COc1cccc(CC(=O)Nc2ccc(S(=O)(=O)N3CCOCC3)cc2)c1	-1.6	12.9	2.9	-6.8	i	0.0	22.9	-0.9	-7.8
CNC(=S)N1CCc2ccccc2C1	0.3	-127.2	2.4	0.2	i	1.6	-0.2	-2.2	-1.9
CCCC(=O)Nc1nc(CC(=O)OCC)cs1	-3.7	-3.0	-0.8	-11.6	i	1.8	6.3	-5.0	-9.5
CCOC(=O)c1ccccc1NC(=O)c1nc2nccc(C)n2n1	-0.6	-10.3	-1.3	-4.3	i	0.6	2.5	-4.1	-5.6
CCSc1nnc(-c2cccs2)o1	-0.1	-1.2	1.8	-2.2	i	-1.3	12.5	-5.5	64.7*
CN(C)c1ccc(-c2noc(C3CCN(S(=O)(=O)c4ccc(C(=O)O)cc4)CC3)n2)cc1	-3.4	-11.0	-1.2	-4.1	i	4.0	14.5	-4.6	-2.0
C/C(=N\Nc1ccccc1[N+](=O)[O-])c1ccccc1O	-10.2	7.5	-0.7	-12.3	i	6.3	-4.4	9.6	-5.9
Cc1nn(CCC(=O)NNC(=S)Nc2ccccc2)c(C)c1Br	0.8	26.2	-0.2	16.0	i	-3.0	6.0	-10.8	-19.9
COc1ccc(/C=C/C(=O)OCC(=O)Nc2ccc(Cl)c(S(=O)(=O)N(C)C)c2)cc1OC	-5.5	2.6	-0.9	17.3	i	3.3	6.5	19.4	11.6
NC(N)=NS(=O)(=O)c1ccc(N/C=C\C(=O)c2ccncc2)cc1	-3.0	3.2	0.4	0.3	i	8.7	7.6	-5.0	15.7
C[C@@H]1CN([C@@H](C)CO)C(=O)c2cc(Br)cnc2O[C@@H]1CN(C)S(=O)(=O)c1ccc(F)cc1	-4.5	-1.2	0.8	2.5	i	1.0	-4.0	-3.4	-3.1
CCc1nnc(N/N=C/c2c(F)cccc2Cl)n1N	4.1	2.5	0.4	12.7	i	0.9	-3.5	-1.9	-0.2
CNC(=S)N/N=C/c1ccc(-c2ccc(Cl)c([N+](=O)[O-])c2)o1	-3.0	22.1	-1.7	1.5	i	5.7	0.6	22.4	0.7
Cc1ccc(-n2nc3c(=O)n(CC(=O)NCc4ccccn4)nc(C)c3c2C)cc1	-1.8	-5.2	2.1	1.0	i	4.9	6.8	-8.4	-7.7
CCOC(=O)Cc1csc(NC(=O)CCCc2ccccc2)n1	-3.7	-2.7	0.3	-11.6	i	0.2	24.2	-5.6	4.5
COc1cc(C(=O)NCCCN2CCCC2=O)cc(OC)c1OC	-3.2	-1.3	-0.1	3.4	i	8.1	5.4	-6.1	1.4
COc1ccc(CCNC(=O)C2Cc3ccccc3C(=O)O2)cc1 (centres undefined)	-4.3	-2.0	2.7	5.3	i	0.8	-13.1	-2.4	-1.6
CC1C(=O)N(Cc2cn(CCC3OCCCO3)nn2)CCS(=O)(=O)N1Cc1ccc(-c2cccc(N(C)C)c2)cc1 (centres undefined)	-1.7	-1.5	-0.6	14.0	i	1.9	-4.9	6.9	0.8
CN(C)CCNC(=O)c1ccc(CS(=O)(=O)c2ccc(Br)cc2)o1	-4.4	1.1	1.2	7.0	i	-1.9	2.3	-6.1	-4.6
Cc1ccc(-n2nc(-c3ccco3)cc2C(=O)NCc2cccnc2)cc1	-4.2	11.6	-4.5	-27.7	i	-6.6	4.7	2.7	-8.3
Cc1cc(C)c2c(N)c(C(=O)N3CCc4ccccc4C3)sc2n1	-0.5	30.6	1.2	-1.3	i	1.6	7.4	14.1	7.7
CCOC(=O)C1(C)NC(c2ccc(OC)c(OC)c2)C2C(=O)N(CC)C(=O)C21 (centres undefined)	-3.7	18.6	0.5	6.2	i	-0.9	-18.2	-5.7	-3.2
COc1ccc(COCC(O)CN2CCOCC2)cc1OC (centres undefined)	-4.4	-7.6	1.6	-2.9	i	0.5	5.3	-6.4	2.5
CC(C)CN1CCC(=O)N([C@H](CSc2ccc(Br)cc2)Cc2ccccc2)CC1	-1.7	23.7	3.0	24.4*	i	-7.1	30.0	22.4	-0.1
CN(CC(=O)NCc1ccco1)S(=O)(=O)c1ccc2c(c1)c(=O)n(C)c(=O)n2C	-0.4	-3.5	0.5	4.9	i	8.3	5.8	-4.7	-1.4

Reformatted with two lines to a compound: entries from further up
The line under a structure holds: MsrA act, PABP1 MLLE inh, Rin1 Abl inh, CendR NRP1 mod, Neddyl block, MT1-MMP act inh, SKN-1 block, FAS TE block, E coli Lon inh
- CC(Oc1ccccc1Br)C(=O)N1CCc2ccccc21 (centres undefined)
→ 1.1, 4.9, -1.9, -20.1, i, -6.4, 4.4, 9.9, 4.4
- CCOC(=O)c1ccccc1NC(=O)c1nc2nccc(C)n2n1
→ -0.6, -10.3, -1.3, -4.3, i, 0.6, 2.5, -4.1, -5.6
- CCc1nnc(N/N=C/c2c(F)cccc2Cl)n1N
→ 4.1, 2.5, 0.4, 12.7, i, 0.9, -3.5, -1.9, -0.2
